FAS-TE inh = FAS thioesterase domain inhibitors, primary screen, biochemical, fluorescence intensity, uHTS; Fatty acid synthase (Homo sapiens), P49327; recombinant FAS-TE, OMFH fluorogenic substrate, fluorescence endpoint; inhibition, % at 15 µM; 0.67% of 360,000 active;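 active = compounds whose normalised, plate-corrected inhibition of enzyme fluorescence in the single-dose primary screen is 50% or more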;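 also: 0% = DMSO with enzyme and 100% = substrate without enzyme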
Rpn11 inh = Rpn11 (PSMD14) deubiquitinase inhibitors, primary screen, biochemical, fluorescence polarization, uHTS; human 26S proteasome, Ub4-pepOG fluorescence polarization; 20S core pre-blocked with epoxomicin; calls only at 20 µM; 0.59% of 360,000 active; AID 588493, 2011;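 active = inhibition at 20 µM, scaled to each plate's controls, above about 33%, limit read from the data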
Neddyl block = inhibitors of cullin neddylation, primary screen, biochemical, TR-FRET, uHTS, NAE and Ubc12; calls only at 25 µM; 0.58% of 360,000 active; AID 651699, 2012; NEDD8-conjugating enzyme Ubc12 (Homo sapiens) + NEDD8-activating enzyme E1 regulatory …; in the data active = inhibition above about 36%
Target sequence (P61081 whole entry, looked up): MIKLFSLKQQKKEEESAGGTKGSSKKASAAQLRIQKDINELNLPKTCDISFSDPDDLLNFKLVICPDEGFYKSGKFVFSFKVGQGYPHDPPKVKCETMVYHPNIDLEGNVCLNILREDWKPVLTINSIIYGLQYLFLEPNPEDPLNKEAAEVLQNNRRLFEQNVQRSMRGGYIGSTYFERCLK
Target sequence (Q13564 whole entry, looked up): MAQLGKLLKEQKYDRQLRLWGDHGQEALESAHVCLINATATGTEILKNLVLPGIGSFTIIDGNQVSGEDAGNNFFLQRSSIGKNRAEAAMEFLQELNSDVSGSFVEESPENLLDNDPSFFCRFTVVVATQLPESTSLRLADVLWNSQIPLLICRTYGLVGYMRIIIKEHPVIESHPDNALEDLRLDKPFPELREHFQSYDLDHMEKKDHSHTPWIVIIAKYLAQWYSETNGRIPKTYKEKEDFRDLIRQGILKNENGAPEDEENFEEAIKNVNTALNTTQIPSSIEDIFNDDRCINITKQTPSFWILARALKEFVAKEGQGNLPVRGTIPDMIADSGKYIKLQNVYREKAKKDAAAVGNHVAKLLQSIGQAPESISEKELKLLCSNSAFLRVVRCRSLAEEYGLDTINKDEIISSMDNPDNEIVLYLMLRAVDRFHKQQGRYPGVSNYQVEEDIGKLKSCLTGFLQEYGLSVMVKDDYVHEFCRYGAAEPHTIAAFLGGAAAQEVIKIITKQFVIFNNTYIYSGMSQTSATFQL
MT1-MMP act inh = blockers of MT1-MMP proenzyme processing, primary screen, HT1080 RFP-PRO-GFP cells, GFP/RFP fluorescence; GFP/RFP ratio fluorescence, overnight; percent of plate control window, DMSO zero; GFP/RFP ratio change, % at 20 µM; AID 651647, 2012; Matrix metalloproteinase-14 (Homo sapiens), P50281; 0.061% of 360,000 active;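 active = GFP/RFP ratio change of at least 30% with cell ATP level not reduced by more than half and red fluorescence within 50% of control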; also: strong numbers were not always called active
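Read-out: GFP/RFP fluorescence ratio; Test system: RFP-PRO-GFP reporter HT1080 cells; Compound dosing: single-point 20 µM compound, 1% DMSO; Times: overnight compound exposure at 37 °C.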
CSN inh = inhibitors of CSN-mediated cullin deneddylation, primary screen, biochemical, fluorescence polarization, uHTS. COP9 signalosome complex subunit 5 (Homo sapiens), Q92905. Purified CSN, SCF-Nedd8-OG deneddylation. inhibition, % at 12.5 µM. 0.38% of 360,000 active;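 active = pattern-corrected inhibition above about 35%, with an unprinted fluorescence ratio check between 0.5 and 1.5, limit read from the data, passing the limit was not always enough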;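 also: 0% = enzyme with substrate and 100% = substrate without enzyme; some results filed as inactive read as strong as hits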
Target sequence (Q92905 whole entry, looked up, one chain of several): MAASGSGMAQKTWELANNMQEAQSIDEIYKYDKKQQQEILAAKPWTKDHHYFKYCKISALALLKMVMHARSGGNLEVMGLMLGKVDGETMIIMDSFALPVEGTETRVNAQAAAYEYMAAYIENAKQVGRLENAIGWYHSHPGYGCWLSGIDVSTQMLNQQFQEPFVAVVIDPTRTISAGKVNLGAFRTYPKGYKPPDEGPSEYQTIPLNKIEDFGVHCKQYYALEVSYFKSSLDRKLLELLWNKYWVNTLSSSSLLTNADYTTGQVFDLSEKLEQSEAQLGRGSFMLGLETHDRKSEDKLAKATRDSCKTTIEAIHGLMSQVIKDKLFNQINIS
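Assay system: Purified human Csn5 enzyme expressed in HEK293T cells | Amount: Enzyme 0.24 nM | Measured by: Fluorescence polarization readout | Medium: Tris/NaCl/DTT buffer, pH 7.5 | Compound dosing: One concentration, 12.5 µM, 0.25% DMSO | Times: 90 min incubation of compound, enzyme and substrate at room temperature | Control set: no-enzyme wells high, enzyme-with-substrate wells low | Read-out: % inhibition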
Rin1 Abl inh = inhibitors of Rin1-Abl protein binding, primary screen, biochemical, TR-FRET. Tyrosine-protein kinase ABL1 (Homo sapiens) + Ras and Rab interactor 1 (Homo sapiens), …. inhibition, % at 7.35 µM. 0.4% of 360,000 active. AID 588664, 2011; in the data active = inhibition above about 5%, passing the limit was not always enough
SKN-1 block = suppressors of acrylamide-induced Pgst-4::GFP reporter in worms, primary screen, SKN-1 inhibitor project, whole organism, uHTS, GFP/RFP fluorescence ratio, strain VP596 | C. elegans VP596 Pgst-4::GFP/RFP ratio, 24 h | inhibition, % at 21.8 µM | 0.49% of 360,000 active;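 active = interference check ratio from 0.5 to 1.5 plus GFP to RFP signal ratio inhibition reaching or exceeding a fixed threshold, cut at about 30% in these data, passing the limit was not always enough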; also: some compounds called inactive have numbers as strong as hits
NadD inh = inhibitors of S. aureus NadD, primary screen, biochemical, colorimetric, uHTS; 0.78% of 360,000 active; Nicotinate-nucleotide adenylyltransferase NadD (Staphylococcus aureus N315); purified NadD enzyme, colorimetric absorbance read-out; inhibition, % at 20 µM; in the data active = inhibition above about 26%; also: some compounds past the cut are filed as inactive
PABP1 MLLE inh = inhibitors of PABP1 MLLE–PAM2 peptide binding, primary screen, biochemical, fluorescence polarization, FITC-PAM2, GST-MLLE. inhibition, % at 20 µM. Polyadenylate-binding protein 1 (Homo sapiens), P11940. 0.36% of 360,000 active; in the data active = inhibition above about 35%, passing the limit was not always enough;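 also: plate controls were DMSO wells with GST-MLLE for no effect and wells lacking GST-MLLE protein for full effect; some results filed as inactive read as strong as hits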
The depositor's hits bear a star.

How did O=C(Oc1cccc(Oc2ccccc2)c1)N1CCOCC1 do in these assays?
FAS-TE inh: 0; Rpn11 inh: inactive; Neddyl block: inactive; MT1-MMP act inh: -2; CSN inh: 1; Rin1 Abl inh: 1; SKN-1 block: 10; NadD inh: 0; PABP1 MLLE inh: 2

What do the screens show for `CCC1=Nc2cc(C(=O)NCCN3CCCC3)ccc2Sc2ccccc21`?
FAS-TE inh: -4; Rpn11 inh: inactive; Neddyl block: inactive; MT1-MMP act inh: 3; CSN inh: -2; Rin1 Abl inh: 3; SKN-1 block: 8; NadD inh: 0; PABP1 MLLE inh: -16

Results for COc1ccc(S(=O)(=O)N(C)CC(=O)NCCCn2ccnc2)cc1Cl ?
FAS-TE inh: -6; Rpn11 inh: inactive; Neddyl block: inactive; MT1-MMP act inh: 1; CSN inh: 2; Rin1 Abl inh: 4; SKN-1 block: -2; NadD inh: -1; PABP1 MLLE inh: 2

How did C[C@H]1[C@H](C)CC[C@]2(C(=O)O)CC[C@]3(C)C(=CC[C@@H]4[C@@]5(C)C[C@@H](O)[C@H](O)C(C)(C)[C@@H]5CC[C@]43C)[C@H]12 do in these assays?
FAS-TE inh: -14; Rpn11 inh: inactive; Neddyl block: inactive; MT1-MMP act inh: 0; CSN inh: 0; Rin1 Abl inh: 3; SKN-1 block: -1; NadD inh: 35*; PABP1 MLLE inh: 0

Results for COC(=O)/C=C1/SC(=NC(=O)c2ccc(OC)cc2)NC1=O ?
FAS-TE inh: -9; Rpn11 inh: inactive; Neddyl block: inactive; MT1-MMP act inh: 5; CSN inh: -3; Rin1 Abl inh: -2; SKN-1 block: 1; NadD inh: 8; PABP1 MLLE inh: 27

Results for COc1cccc(-n2c(C)nn(C)c2=O)c1 ?
FAS-TE inh: -8; Rpn11 inh: inactive; Neddyl block: inactive; MT1-MMP act inh: -1; CSN inh: 4; Rin1 Abl inh: -1; SKN-1 block: 15; NadD inh: 1; PABP1 MLLE inh: 6

How did CCCN1CCN(C(=O)CS(=O)(=O)Cc2nc(-c3cccc(OC)c3)oc2C)CC1 do in these assays?
FAS-TE inh: -5; Rpn11 inh: inactive; Neddyl block: inactive; MT1-MMP act inh: 3; CSN inh: 1; Rin1 Abl inh: 4; SKN-1 block: 0; NadD inh: -1; PABP1 MLLE inh: -1

What do the screens show for `COc1ccc(/C=N\NC(=O)CC(=O)Nc2cccc(Cl)c2)cc1OC`?
FAS-TE inh: 0; Rpn11 inh: inactive; Neddyl block: inactive; MT1-MMP act inh: 0; CSN inh: 1; Rin1 Abl inh: 3; SKN-1 block: -1; NadD inh: -10; PABP1 MLLE inh: 2

What do the screens show for `Cc1ccc(C(C)C)c(OCc2nnc(SCC(=O)Nc3ncc(C)s3)n2C)c1`?
FAS-TE inh: -2; Rpn11 inh: inactive; Neddyl block: inactive; MT1-MMP act inh: -1; CSN inh: -2; Rin1 Abl inh: -3; SKN-1 block: -2; NadD inh: 0; PABP1 MLLE inh: -112

How did COC(=O)c1ccc(CNC(=O)c2cc(S(=O)(=O)NCc3ccccc3)ccc2C)cc1 do in these assays?
FAS-TE inh: 9; Rpn11 inh: inactive; Neddyl block: inactive; MT1-MMP act inh: 1; CSN inh: 2; Rin1 Abl inh: -5; SKN-1 block: 1; NadD inh: -3; PABP1 MLLE inh: -2

What do the screens show for `Cc1cccc(NC(=O)N2CCCCCC2)c1`?
FAS-TE inh: -5; Rpn11 inh: inactive; Neddyl block: inactive; MT1-MMP act inh: -4; CSN inh: 1; Rin1 Abl inh: -1; SKN-1 block: 8; NadD inh: -9; PABP1 MLLE inh: -5

How did COc1ccc(S(=O)(=O)N2CCSC2C)cc1C (stereo unspecified) do in these assays?
FAS-TE inh: 0; Rpn11 inh: inactive; Neddyl block: inactive; MT1-MMP act inh: 2; CSN inh: 1; Rin1 Abl inh: 3; SKN-1 block: -4; NadD inh: -8; PABP1 MLLE inh: 8

2 records drawn at random from those above:
How did CCCN1CCN(C(=O)CS(=O)(=O)Cc2nc(-c3cccc(OC)c3)oc2C)CC1 do in these assays?
FAS-TE inh: -5; Rpn11 inh: inactive; Neddyl block: inactive; MT1-MMP act inh: 3; CSN inh: 1; Rin1 Abl inh: 4; SKN-1 block: 0; NadD inh: -1; PABP1 MLLE inh: -1

What do the screens show for `Cc1cccc(NC(=O)N2CCCCCC2)c1`?
FAS-TE inh: -5; Rpn11 inh: inactive; Neddyl block: inactive; MT1-MMP act inh: -4; CSN inh: 1; Rin1 Abl inh: -1; SKN-1 block: 8; NadD inh: -9; PABP1 MLLE inh: -5

The list goes on.
Results for COCCNC(=O)c1cc2c(=O)n(C)c3ccccc3c2n1C ?
FAS-TE inh: -6; Rpn11 inh: inactive; Neddyl block: inactive; MT1-MMP act inh: 1; CSN inh: 4; Rin1 Abl inh: 1; SKN-1 block: 8; NadD inh: -4; PABP1 MLLE inh: 12

How did O=C(NCCN1CCOCC1)C(=O)NCC1OCCCN1S(=O)(=O)c1ccc(F)cc1 (stereo unspecified) do in these assays?
FAS-TE inh: -2; Rpn11 inh: inactive; Neddyl block: inactive; MT1-MMP act inh: -4; CSN inh: -4; Rin1 Abl inh: -1; SKN-1 block: 22; NadD inh: -1; PABP1 MLLE inh: 14

Results for O=C(CCCc1ccccc1)Nc1ccccn1 ?
FAS-TE inh: -8; Rpn11 inh: inactive; Neddyl block: inactive; MT1-MMP act inh: 4; CSN inh: -1; Rin1 Abl inh: 2; SKN-1 block: -10; NadD inh: -3; PABP1 MLLE inh: 3

Results for CC1CCCC(NC(=O)CSc2cccc[n+]2[O-])C1C (stereo unspecified) ?
FAS-TE inh: -5; Rpn11 inh: inactive; Neddyl block: inactive; MT1-MMP act inh: 3; CSN inh: 0; Rin1 Abl inh: -3; SKN-1 block: 4; NadD inh: 8; PABP1 MLLE inh: 9

How did CCC(=O)c1ccc(OC)c(OC)c1O do in these assays?
FAS-TE inh: -5; Rpn11 inh: inactive; Neddyl block: inactive; MT1-MMP act inh: 1; CSN inh: -4; Rin1 Abl inh: -2; SKN-1 block: 14; NadD inh: 6; PABP1 MLLE inh: -34

What do the screens show for `COc1ccc(C(C#N)N2CCC(c3ccccc3)=N2)cc1` (stereo unspecified)?
FAS-TE inh: 7; Rpn11 inh: inactive; Neddyl block: inactive; MT1-MMP act inh: 0; CSN inh: -4; Rin1 Abl inh: -2; SKN-1 block: 7; NadD inh: -4; PABP1 MLLE inh: 4

Results for COC(=O)c1ccc(S(=O)(=O)c2ccccc2)c(N)c1 ?
FAS-TE inh: -6; Rpn11 inh: inactive; MT1-MMP act inh: 12; CSN inh: 0; Rin1 Abl inh: 2; SKN-1 block: -4; NadD inh: 4; PABP1 MLLE inh: 3

Results for Cc1cc(C)nc(NCC(O)COc2ccccc2C)n1 (stereo unspecified) ?
FAS-TE inh: 1; Rpn11 inh: inactive; Neddyl block: inactive; MT1-MMP act inh: 2; CSN inh: 1; Rin1 Abl inh: 1; SKN-1 block: 29; NadD inh: -4; PABP1 MLLE inh: 13

How did Cc1ccc(C(C(=O)NC2CCCC2)N(Cc2ccccc2)C(=O)c2csnn2)o1 (stereo unspecified) do in these assays?
FAS-TE inh: 0; Rpn11 inh: inactive; Neddyl block: inactive; MT1-MMP act inh: -4; CSN inh: 4; Rin1 Abl inh: -1; SKN-1 block: -5; NadD inh: -1; PABP1 MLLE inh: 4

How did CC(C(=O)Nc1cc(C(F)(F)F)ccc1N1CCOCC1)N1C(=O)C2CCCCC2C1=O (stereo unspecified) do in these assays?
FAS-TE inh: -4; Rpn11 inh: inactive; Neddyl block: inactive; MT1-MMP act inh: 0; CSN inh: 1; Rin1 Abl inh: 0; SKN-1 block: 3; NadD inh: 1; PABP1 MLLE inh: 11

Results for S=c1[nH]nc(-c2ccco2)n1/N=C/c1ccccc1Cl ?
FAS-TE inh: -15; Rpn11 inh: inactive; Neddyl block: inactive; MT1-MMP act inh: 3; CSN inh: 9; Rin1 Abl inh: 3; SKN-1 block: 0; NadD inh: 4; PABP1 MLLE inh: -75

What do the screens show for `Cc1ccc(C2=NN(C(=O)CCl)C(c3ccco3)C2)o1` (stereo unspecified)?
FAS-TE inh: -5; Rpn11 inh: inactive; Neddyl block: inactive; MT1-MMP act inh: 0; CSN inh: 0; Rin1 Abl inh: 2; SKN-1 block: 6; NadD inh: 0; PABP1 MLLE inh: -1

How did Cc1cc(C(=O)OCC(=O)N2c3ccccc3CC2C)c(C)o1 (stereo unspecified) do in these assays?
FAS-TE inh: 6; Rpn11 inh: inactive; Neddyl block: inactive; MT1-MMP act inh: 1; CSN inh: 2; Rin1 Abl inh: 1; SKN-1 block: -9; NadD inh: 2; PABP1 MLLE inh: 6

Results for COc1ccc(Cc2noc(CN(C)CC(O)c3ccccc3)n2)cc1OC (stereo unspecified) ?
FAS-TE inh: -2; Rpn11 inh: inactive; Neddyl block: inactive; MT1-MMP act inh: 0; CSN inh: -5; Rin1 Abl inh: 1; SKN-1 block: 2; NadD inh: -6; PABP1 MLLE inh: -10

What do the screens show for `O=[N+]([O-])c1ccc(Sc2nccn2Cc2ccccc2)cc1`?
FAS-TE inh: 13; Rpn11 inh: inactive; Neddyl block: inactive; MT1-MMP act inh: 4; CSN inh: -4; Rin1 Abl inh: -8; SKN-1 block: 16; NadD inh: 0; PABP1 MLLE inh: 6

Results for O=C(CN1C(=O)/C(=C/c2ccco2)SC1=S)Nc1ccc(C(=O)O)c(O)c1 ?
FAS-TE inh: 7; Rpn11 inh: active; Neddyl block: inactive; MT1-MMP act inh: 17; CSN inh: 61*; Rin1 Abl inh: 5; SKN-1 block: 16; NadD inh: 8; PABP1 MLLE inh: -41

How did COc1cccc(-c2ncc3ccccc3c2COC(=O)N(C)C)c1 do in these assays?
FAS-TE inh: -2; Rpn11 inh: inactive; Neddyl block: inactive; MT1-MMP act inh: 3; CSN inh: -2; Rin1 Abl inh: 0; SKN-1 block: -16; NadD inh: -2; PABP1 MLLE inh: 4

What do the screens show for `O=C1c2ccccc2NC(c2ccccc2)N1CCCN1CCOCC1` (stereo unspecified)?
FAS-TE inh: -6; Rpn11 inh: inactive; MT1-MMP act inh: -1; CSN inh: -1; Rin1 Abl inh: 4; SKN-1 block: 12; NadD inh: 2; PABP1 MLLE inh: 4

How did O=C(NNc1c2ccccc2nc2ccccc12)c1ccccc1O do in these assays?
FAS-TE inh: 18; Rpn11 inh: inactive; Neddyl block: inactive; MT1-MMP act inh: 32*; CSN inh: 1; Rin1 Abl inh: -1; SKN-1 block: 9; NadD inh: 25; PABP1 MLLE inh: -43

Assay outcomes: PubChem BioAssay, several laboratories
